Assay outcomes deposited in PubChem by National Center for Advancing Translational Sciences (NCATS).
EPAC2 antagonist: EPAC2 (human) antagonism; Q8WZA2; EPAC2 GEF exchange of Rap1B-BODIPY-GDP, fluorescence; Potency, µM (series often up to 114 µM), for inactives: top-dose activity, negative = inhibition, actives largely listed as inhibitors; 0.18% of 360,000 active; AID 720708; note: potency is the fitted concentration of half-maximal effect; % is set by controls: 0 for no effect and ±100 for the full control effect; nearly all actives have a fitted effect of over 45% in size; many of its hits are not listed in these tables
D3 antag: D3 dopamine receptor (human) antagonism; 2.5% of 360,000 active; max response, negative = inhibition, %; AID 652054; P35462; D3R cells, DiscoveRx beta-arrestin luminescence, antagonist mode; hits give low values; in the data active = max response below about -50%; inconclusive = no clear call, values can overlap the other calls; note: % is set by controls: 0 for no effect and ±100 for the full control effect; mostly tested at two doses, the higher about 12 µM
Target sequence (P35462 whole entry, looked up): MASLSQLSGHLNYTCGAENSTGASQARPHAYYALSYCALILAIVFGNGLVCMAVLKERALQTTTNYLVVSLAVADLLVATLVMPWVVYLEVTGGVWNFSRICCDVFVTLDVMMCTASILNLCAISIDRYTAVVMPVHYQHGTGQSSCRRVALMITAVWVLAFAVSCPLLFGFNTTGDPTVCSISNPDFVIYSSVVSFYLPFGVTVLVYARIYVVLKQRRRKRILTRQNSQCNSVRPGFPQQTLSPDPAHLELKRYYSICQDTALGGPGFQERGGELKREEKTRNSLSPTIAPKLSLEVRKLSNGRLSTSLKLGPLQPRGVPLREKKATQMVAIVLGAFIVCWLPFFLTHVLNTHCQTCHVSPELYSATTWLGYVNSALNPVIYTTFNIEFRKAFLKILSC
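Cells plated overnight at 1500 cells/well, then exposed to library compounds with dopamine controls for 90 minutes at 37 degrees C. DiscoveRx reagent added for 30–60 minutes at room temperature; luminescence read, quantitative HTS format.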
D3 ag: D3 dopamine receptor (human) agonism | D3R DiscoveRx beta-arrestin cells, luminescence, 90 min | max activation, % | 0.58% of 410,000 active; in the data active = max activation above about 30%; note: 0% is about no effect; mostly tested at two doses, the higher about 12 µM
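Agonist mode: compounds and dopamine controls were applied to plated cells for 90 min at 37 degrees C after an overnight attachment at 1500 cells/well. Luminescent read-out followed 30 - 60 minutes at room temperature with DiscoveRx detection reagent.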
EPAC2 ag: EPAC2 (human) agonism | Q8WZA2 | EPAC2 activation, biochemical qHTS; response scale: 100% = 6.5 mM cAMP response | Potency, µM (highest dose often 154 µM), inactives show at the highest dose activation, hits mostly activators | 0.079% of 360,000 active | AID 720711; note: potency is the fitted concentration of half-maximal effect; nearly all actives have a fitted effect of over 50% in size
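Compounds were added across a concentration range to EPAC2 (100 nM), RAP1B-BODIPY-GDP (250 nM) and GDP (50 uM). After 5 min at room temperature, fluorescence was recorded at 5-min intervals for 30 min.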
PTHR1 agonist: activates the human parathyroid hormone receptor PTHR1; Potency, µM (series often up to 115 µM), without a hit: top-dose activation, hits mostly activators; 0.075% of 410,000 active; HEK293 GP2 PTHR1 cells, GloSensor cAMP luminescence, 1 h; Q03431; note: potency is the fitted concentration of half-maximal effect; nearly all actives have a fitted effect of over 55% in size; some results filed as inactive show a strong effect at the top dose; inactives centre near -15; many of its hits are not listed in these tables
Target sequence (Q03431 whole entry, looked up): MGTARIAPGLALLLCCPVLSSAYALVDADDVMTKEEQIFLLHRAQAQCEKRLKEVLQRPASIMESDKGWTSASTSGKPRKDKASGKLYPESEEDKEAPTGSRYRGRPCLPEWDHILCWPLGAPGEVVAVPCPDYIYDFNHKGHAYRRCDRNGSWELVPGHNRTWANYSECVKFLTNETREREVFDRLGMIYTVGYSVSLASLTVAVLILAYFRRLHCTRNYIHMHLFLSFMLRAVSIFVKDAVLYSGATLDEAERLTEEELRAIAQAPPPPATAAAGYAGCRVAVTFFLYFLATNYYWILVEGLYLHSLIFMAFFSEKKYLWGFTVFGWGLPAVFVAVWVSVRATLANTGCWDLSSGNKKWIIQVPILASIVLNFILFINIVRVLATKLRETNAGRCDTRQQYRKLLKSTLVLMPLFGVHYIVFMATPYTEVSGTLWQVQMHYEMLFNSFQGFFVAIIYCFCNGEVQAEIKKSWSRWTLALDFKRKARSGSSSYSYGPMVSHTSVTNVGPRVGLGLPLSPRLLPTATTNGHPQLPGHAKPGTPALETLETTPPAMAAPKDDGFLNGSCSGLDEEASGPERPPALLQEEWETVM
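HEK-293-derived GP2 cells expressing PTHR1 and a GloSensor cAMP reporter, 3,000/well, plated overnight, given luciferin plus IBMX (each 0.5 mM as added) for 1 h at 37 °C, then compound for 1 h at 37 °C. Luminescence was read after 15 min at room temperature.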
Akt phos inh: inhibitors of Akt phosphorylation | Neuro2A IGF-stimulated pAkt S473 HTRF, 20 min; hits give low values | activity change, % for hits at 50 µM | 0.32% of 360,000 active; in the data active = activity change below about -80%; inconclusive = mostly about -51% to -80%; note: % is set by controls: 0 for no effect and ±100 for the full control effect
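Neuro2A cells in DMEM with 0.5% FBS, overnight at 37 deg C, given compound at single 50 µM final, then IGF (6 nM final) for 20 min at 37 deg C. Lysed; phospho-Akt Ser473 by HTRF after 24 h, 665/615 ratio.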
MmCpn inh: M. maripaludis TRiC chaperonin inhibition; purified Mm-Cpn ATPase, ADP Transcreener TR-FRET; Potency, µM (doses to about 76.9 µM), for the others: at the top dose activity, negative = inhibition, hits mostly inhibitors; 0.031% of 330,000 active; AID 504842; note: potency is the fitted concentration of half-maximal effect; % is set by controls: 0 for no effect and ±100 for the full control effect; nearly all actives have a fitted effect of over 80% in size
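Inhibition of chaperonin ATP hydrolysis is measured as reduced ADP production, detected by competitive TR-FRET in which signal falls with ADP. Final enzyme 25 nM and ATP 10 uM, reacted 30 min at 37°C.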
CCT chaperon mod: changes cytosolic chaperonin activity. purified chaperonin ATPase assay, HTRF ADP detection, 30 min. activity change, % (no concentration beside the values), hits read low. 0.3% of 360,000 active; in the data active = activity change below about -30%; note: % is set by controls: 0 for no effect and ±100 for the full control effect
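ATPase activity: ADP formed was measured by HTRF Transcreener (665/615 nm ratio) after 30 min at 37 deg C with 10 uM ATP. Compounds screened at one 76 uM concentration against 40 or 20 nM TRiC in Tris pH 7.4/KCl/MgCl2/DTT buffer.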
* marks the source's active call; other numbers are inactive results; i = inactive; ? = inconclusive; . = no result given; [ ] = another dose, or the depositor's remark. Unless noted, calls come from the whole dose curve; as a rule, active = well fitted curve in the direction sought with a large enough effect; inconclusive = small, poorly fitted or top-dose-only effect, or another doubt; inactive = no such curve, though single readings can be large; an effect the other way counts as inactive or inconclusive. A portion of the library; count on the stated rates, not on these rows.

SMILES	EPAC2 antagonist	D3 antag	D3 ag	EPAC2 ag	PTHR1 agonist	Akt phos inh	MmCpn inh	CCT chaperon mod
O=C(NCCCCc1ccccc1)C1CC(c2ccc([N+](=O)[O-])cc2)=NO1 (centres undefined)	9%	0	1	5%	-59%[inhibitor]	i	0%	-2.3
COCCn1c(SCC(=O)Nc2ccccc2OC)nc2c([nH]c3ccccc32)c1=O	0%	-3	-1	1%	-12%	i	0%	2.2
COc1ccc(NC(=O)Cc2nnc(SCC(=O)NC3CCCC3)n2C)cc1	-2%	0	-1	-3%	-24%	i	2%	0.1
Cc1ccc(NC(=O)C2CCCN(S(=O)(=O)c3c(C)noc3C)C2)c(C)c1 (centres undefined)	12%	5	2	-4%	-23%[57.5 µM]	i	0%	-3.1
CCc1nc(SCC(=O)NCCc2ccccc2)c2oc3ccccc3c2n1	-6%[57.1 µM]	4	3	2%	-24%[57.5 µM]	-103%*	2%	2.7
OCCSc1nncn1/N=C/c1c[nH]c2ccccc12	-2%	6	1	0%	i	i	-2%	1.1
Oc1ccc(-c2csc(Nc3ncccn3)n2)cc1O	-3%	-14	7	12%	-22%	i	-1%	-2.6
Cc1n[nH]c(=O)nc1NCc1ccco1	-6%	-11	9	1%	i	i	0%	0.7
CC(=O)c1ccc(N2CCN(C(=O)Nc3ccc(F)cc3F)CC2)cc1	-2%	2	3	0%	-25%	i	4%	0.4
O=c1ccc2[n+]([O-])c3ccc(O)cc3oc-2c1	1%	2	0	2%	i	i	?	-1.7
O=C1OCC2=C1C(c1ccc3c(c1)OCO3)Sc1ccccc1N2 (centres undefined)	0%	21	8	3%	-27%	i	2%	-2.3
COc1ccc(CNC(=O)C[C@H]2C[C@H](C(=O)N3CCOCC3)[C@@]3(CCC4CCCC4)c4[nH]c5ccc(Cl)cc5c4CCN3C2=O)cc1OC	1%	-63*	-17	-2%	-6%	i	-3%	-4.1
COc1cccc(OCC(O)CNC2CCCC2)c1 (centres undefined)	17%	-23	-2	2%	2%	i	2%	-0.5
CCOc1ccc(N(CC(=O)NCc2ccc(OC)cc2)C(=O)CCC(=O)Nc2nccs2)cc1	0%	-18	-6	3%	-31%[inhibitor]	i	0%	-3.5
Cc1ccc(-c2nn(-c3ccccn3)c(=O)c3ccccc23)cc1	-7%	-20	-11	12%	?	i	-2%	-11
O=c1c(Cl)c(NCCCO)cnn1-c1nc2ccccc2[nH]1	11%	-15	-4	3%	-17%	i	-14%	0.9
O=C(Cc1ccccc1F)Nc1cc(Cl)ccc1N1CCCC1	-8%	6	-1	2%	-10%	i	?	-1.7
CSc1ccc(C(O)c2ncc(-c3cccc(F)c3)[nH]2)cc1 (centres undefined)	5%	7	14	1%	-35%[inhibitor]	i	.	-0.2
COc1ccc2cc3cc(C(=O)NCCC(C)C)oc3nc2c1	1%	-6	-29	14%	-11%	i	0%	-2.4
Cc1ccc(C2(C)NC(=O)N(CC(=O)Nc3cc(S(=O)(=O)N4CCOCC4)ccc3C)C2=O)cc1 (centres undefined)	-4%	2	4	23%	-8%	i	2%	-2.4

5 compounds already listed, ordered by molecular weight, descending:
SMILES	EPAC2 antagonist	D3 antag	D3 ag	EPAC2 ag	PTHR1 agonist	Akt phos inh	MmCpn inh	CCT chaperon mod
COc1ccc(CNC(=O)C[C@H]2C[C@H](C(=O)N3CCOCC3)[C@@]3(CCC4CCCC4)c4[nH]c5ccc(Cl)cc5c4CCN3C2=O)cc1OC	1%	-63*	-17	-2%	-6%	i	-3%	-4.1
Cc1ccc(NC(=O)C2CCCN(S(=O)(=O)c3c(C)noc3C)C2)c(C)c1 (centres undefined)	12%	5	2	-4%	-23%[57.5 µM]	i	0%	-3.1
O=C(Cc1ccccc1F)Nc1cc(Cl)ccc1N1CCCC1	-8%	6	-1	2%	-10%	i	?	-1.7
Oc1ccc(-c2csc(Nc3ncccn3)n2)cc1O	-3%	-14	7	12%	-22%	i	-1%	-2.6
Cc1n[nH]c(=O)nc1NCc1ccco1	-6%	-11	9	1%	i	i	0%	0.7

New compounds follow
SMILES	EPAC2 antagonist	D3 antag	D3 ag	EPAC2 ag	PTHR1 agonist	Akt phos inh	MmCpn inh	CCT chaperon mod
Cc1cc(-c2ccccc2)nc(SC(C(=O)O)c2ccccc2)n1 (centres undefined)	-11%	5	1	4%	-2%	i	0%	-2.6
COCCNC(=O)c1ccc(CS(=O)(=O)c2ccccc2C)o1	17%	6	1	9%	12%	i	2%	-2.4
Cc1c(CC(=O)O)c(=O)oc2cc3oc4c(c3cc12)CCCC4	-22%	-28	-12	4%	i	i	1%	-0.4
Cc1cc(CN(C)C(=O)CC2C(=O)NCCN2Cc2c(F)cccc2Cl)n[nH]1 (centres undefined)	-1%	-17	-5	2%	i	i	2%	0.9
COc1ccccc1OCc1csc(NC(=O)c2ccco2)n1	-5%	-2	-5	15%	-60%[inhibitor][57.5 µM]	i	-2%	-6.9
N#CC(C#N)=C1C=CC=CN1/C(=C\c1ccco1)C(=O)c1ccc(Cl)cc1	-20%	-108*	-6	27%	-33%[inhibitor]	i	?	-2.3
CO/N=C/C(C#N)c1ncc(C(F)(F)F)cc1Cl (centres undefined)	3%	38	13	-9%	-50%[inhibitor][57.5 µM]	i	1%	-0.9
CCOC(=O)C1(C)CCN1C(=O)c1cccc(C(F)(F)F)c1 (centres undefined)	-4%	40	2	4%	i	i	.	0.6
CCOc1cccc2cc(C(=O)Nc3nccs3)c(=O)oc12	0%	7	3	3%	-49%[inhibitor][57.5 µM]	i	-1%	0.8
CC(=O)Cn1c(CN2CCCC2)nc2ccccc2c1=O	4%	0	2	0%	-12%	i	0%	-2.9
CCCCC1CC2=C(C(=O)OC(C)(C)O2)C(c2cccc3ccccc23)O1 (centres undefined)	?	0	9	0%	i	i	.	0.4
Cc1c(NC(=O)/C=C/c2cn(-c3ccccc3)nc2-c2ccccc2)c(=O)n(-c2ccccc2)n1C	?	2	-5	12%	-13%[57.5 µM]	i	0%	-0.5
O=C(CC1SC(N2CCCCC2)=NC1=O)Nc1cccc(C(=O)Nc2ncccc2O)c1 (centres undefined)	3%	6	-2	10%	i	i	-4%	-0.1
CCOC(=O)C(NC(C)=O)(OCc1ccccc1)C(F)(F)F (centres undefined)	2%	-29	2	-1%	i	i	2%	-2.6
COc1ccc(OCc2cc(C(=O)N3CCCC3)no2)c2ccccc12	-10%	22	-5	23%	-30%	i	0%	-4.2
CCOC(=O)/C=C1\SCC(=O)N1CC(=O)NC(C)c1ccc(F)cc1 (centres undefined)	15%	4	3	0%	i	i	-1%	-1.0
Cc1ccc(N(CC(=O)NC(C)(C)C)C(=O)CS(=O)CC(=O)Nc2ccc3c(c2)OCO3)cc1 (centres undefined)	-6%	0	-2	1%	i	i	-1%	-1.2
CN1CCN(c2ncnc3scc(-c4ccccc4Cl)c23)CC1	-10%	?	-3	10%	i	i	0%	-0.8
Cc1ccc(NC(=O)CCc2nnc3ccc(NCc4ccco4)nn23)cc1F	0%	-19	-10	2%	-12%	i	-1%	-1.8
CCOC(=O)N1CCC(NC(=O)c2ccc3c(c2)N(Cc2ccc(C)cc2)CCS3)CC1	3%	-14	4	7%	-5%	i	-6%	-1.3
CC(OC(=O)c1cn(-c2ccccc2)nc1-c1cccnc1)C(N)=O (centres undefined)	-2%	0	-6	10%	-20%	i	2%	-0.3
COc1ccc(OC)c(NC(=O)C2C3CCC(C3=C(C)C)C2C(=O)O)c1 (centres undefined)	-3%	?	-5	3%	i	i	-1%	-4.4
O=C(COc1cc2oc(=O)c3c(c2cc1Cl)CCCC3)NCC1CCC(C(=O)O)CC1 (centres undefined)	-4%	13	-13	2%	-1%	i	0%	1.2
COC(=O)C(NS(=O)(=O)c1ccccc1Br)C(C)C (centres undefined)	2%	-3	0	3%	-1%	i	1%	-4.0
Cc1ccccc1-c1noc(C2CCCCC2)n1	14%	-25	-5	2%	i	i	1%	0.6
COc1ccc(NC(=O)C2(C)CCN2Cc2cccc(OC)c2OC)cc1OC (centres undefined)	-3%	5	5	4%	i	i	.	-0.1
Cc1ccc(C)c(NC(=O)CN2C(=O)c3ccccc3C2=O)c1	-7%	-5	-4	10%	i	i	.	-3.4
O=C(Nc1ccc(N2CCCCC2)cc1)c1ccc2ccccc2n1	-2%	-12	-5	24%	-43%[inhibitor]	i	-1%	-3.3
Cc1nc2nc(SCC(=O)N3CCOCC3)nn2c(C)c1Cc1c(F)cccc1Cl	-5%	0	1	12%	-9%[57.5 µM]	i	-1%	-1.1
C=C(C)C(=O)Nc1nnc(-c2cccs2)s1	-5%	-10	-8	-2%	i	i	-4%	-1.1
CCOC(=O)c1ccc(NC(=O)COC(=O)Cc2csc(-c3ccccc3)n2)cc1	-1%	8	3	6%	-16%	i	-3%	-0.4
CC(=O)CCc1ccc(OCC(O)CNC2CCCc3ccccc32)cc1 (centres undefined)	5%	-18	-8	4%	i	i	0%	-2.4
Cc1cccc(NC(=O)CSCC(=O)N(C)CC(=O)Nc2cccc(F)c2)c1	0%	18	-7	7%	i	i	-3%	-0.3
COc1ccccc1NC(=O)CN(c1ccc([N+](=O)[O-])cc1)S(=O)(=O)c1ccccc1	-15%	?	1	6%	-19%	i	-1%	2.8
Cc1cc(C)nc(NS(=O)(=O)c2ccc(NC(=O)CCN3C(=O)c4ccccc4C3=O)cc2)n1	-22%	-9	-1	12%	i	i	0%	-2.9
O=C(CCC(=O)c1cccs1)NCCc1ccc(F)cc1	-1%	-16	-9	12%	i	i	1%	0.5
COC(=O)c1c(NC(=O)C2C3C=CC(CC3)C2C(=O)O)sc(C)c1C (centres undefined)	0%	2	2	3%	i	i	-2%	1.2
O=C(COc1ccccc1C(=O)NCc1ccncc1)Nc1ccc(Br)cc1	-6%	7	-8	-2%	-17%	i	-1%	-5.1
Cc1ccc(NC(=O)c2c(C(F)(F)F)nn(C)c2SCc2cccc(C(F)(F)F)c2)cc1C	-17%	7	1	2%	-19%	i	-2%	-1.4
CN1CCN(c2ccccc2NC(=O)c2ccc(-c3ccc(Cl)c(Cl)c3)o2)CC1	-17%	15	-18	-1%	i	i	-1%	2.1
